CF NFkB inh – inhibitors of PAF-induced NF-kB signaling, primary screen, cell-based, GFP fluorescence, uHTS | AID 588850, 2011 | inhibition, % at 5 µM | 360,000 compounds, 0.86% hits | KKLEB NF-kB-GFP reporter, GFP fluorescence overnight;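 active = at least 50% inhibition at 5 µM, scaled per plate between neutral and stimulator controls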;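 note: PAF is a Pseudomonas aeruginosa culture filtrate used as stimulus; plate controls were PAF-stimulated DMSO wells for no effect and unstimulated DMSO wells for full effect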
TWEAK-Fn14 inh – inhibitors of TWEAK-Fn14 signaling, primary screen, luciferase reporter cells, uHTS | TWEAK-stimulated Fn14 reporter cells, luciferase luminescence, 8 h | inhibition, % at 10 µM | 360,000 compounds, 2% hits; in the data active = inhibition above about 50%
Peg3 promoter – Peg3 promoter-driven luciferase inhibitors, primary screen, cell-based, HeLa, luciferase luminescence; AID 588405, 2011; HeLa PEG-Prom luciferase reporter, overnight; 360,000 compounds, 1.7% hits; inhibition, % at 20 µM;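 active = inhibition of at least 50% at 20 µM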
aDG glyco act – activators of alpha-DG glycosylation, primary screen, uHTS, Pro5-aDG cells, AlphaScreen | AID 624168, 2012 | alpha-DG glycosylation AlphaScreen (IIH6); 0% Pro5, 100% B10-LARGE cell signal | 360,000 compounds, 0.22% hits | activation, % at 10 µM;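 active = activation of at least 8% versus controls, or a plate z-score of at least 8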;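 note: Pro5 are CHO cells carrying HIG-tagged alpha-DG that lacks glycosylation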
KKLEB tox – cytotoxicity in KKLEB CF airway cells, primary screen, cytotoxicity control for CF NF-kB inhibitor project, cell-based, uHTS, fluorescence assay plates. KKLEB CF airway cells viability, ATPlite luminescence, overnight; hits give low values; cells stimulated with P. aeruginosa culture filtrate. activity change (cytotoxicity), % at 5 µM. 360,000 compounds, 0.36% hits. AID 602141, 2011;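 active = corrected activity change at or below -50% at 5 µM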
NR2E3 ag-1 – NR2E3 agonists in two-hybrid cells, primary screen, cell-based, luminescence, CHO-S, Gal4-NCOR/VP16-NR2E3 | 360,000 compounds, 0.35% hits | AID 602229, 2012 | inhibition of corepressor binding, % at 3.98 µM | Photoreceptor-specific nuclear receptor (Homo sapiens), Q9Y5X4 | luciferase;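 active = inhibition above the mean of all tested compounds plus 3 SD, cut at about 70% in these data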;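 note: 0% = DMSO with NR2E3 transfected cells and 100% = cells lacking NR2E3 construct; higher means lower luciferase signal from less NR2E3 corepressor binding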
Target sequence (Q9Y5X4 whole entry, looked up, the tested form may be a part): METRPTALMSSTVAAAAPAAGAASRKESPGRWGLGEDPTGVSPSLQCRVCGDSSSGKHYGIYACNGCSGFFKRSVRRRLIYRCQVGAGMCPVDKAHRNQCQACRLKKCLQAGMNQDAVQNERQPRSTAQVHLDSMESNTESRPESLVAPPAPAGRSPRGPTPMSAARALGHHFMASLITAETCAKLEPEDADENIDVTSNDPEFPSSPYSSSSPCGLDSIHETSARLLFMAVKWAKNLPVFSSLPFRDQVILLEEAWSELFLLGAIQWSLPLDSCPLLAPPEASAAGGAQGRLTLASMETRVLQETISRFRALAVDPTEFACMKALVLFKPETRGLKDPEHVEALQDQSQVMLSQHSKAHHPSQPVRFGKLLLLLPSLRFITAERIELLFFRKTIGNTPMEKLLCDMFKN
MITF TRPM1 inh – inhibitors of MITF-dependent TRPM1 promoter reporter, primary screen, cell-based, SK-MEL-5, single point, luciferase. SK-MEL-5 TRPM1 promoter luciferase, 24 h. inhibition, % at 12.5 µM. 330,000 compounds, 0.83% hits. AID 488899, 2010;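 active = mean inhibition across replicates of 60% or more, whatever share of single replicates reaches that level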; note: values of inactives mirror those of a sister screen read the other way
HIF-2a block – HIF-2a reporter inhibitors, primary screen, luminescence, 786-0 RCC cells; 786-0 RCC cells HIF-2a reporter, luciferase luminescence, overnight; inhibition, % at 18.8 µM; 360,000 compounds, 0.72% hits;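 active = inhibition of the luminescence signal of 40% or more relative to plate controls, in a single-dose primary screen at 18.75 µM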
Shn3 3UTR inh – reduction of Shn3 3'UTR firefly luciferase signal, primary screen, Schnurri-3 inhibitor project, cell-based, Clone20 osteoblasts, set 2; Clone20 osteoblast Shn3 3'UTR firefly luciferase, 24 h; inhibition, % at 12.5 µM; 360,000 compounds, 0.52% hits; AID 588674, 2011;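 active = mean inhibition of at least 75% with every replicate also reaching 75%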;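 note: 0% = median of neutral control wells and 100% = pilot-screen positive control compound; some compounds past the cut are filed as inactive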
NR2E3 ag-2 – inhibitors of NR2E3-RetCOR corepressor binding, primary screen, NR2E3 agonist project, biochemical, TR-FRET, GST-NR2E3, biotin-RetCOR; 1536-well; inhibition of corepressor binding, % at 4.78 µM; 320,000 compounds, 0.12% hits; AID 2300, 2010;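 active = percent inhibition above the cutoff of mean plus 3 SD of all tested compounds, set per screening campaign, cut at about 20% in these data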;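 note: 0% = DMSO wells and 100% = biotin wells as full block of FRET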
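System: GST-tagged NR2E3 plus biotinylated RetCOR corepressor; Amount: 1.35 nM GST-tagged NR2E3 final; Dosing: single nominal compound dose of 4.8 µM; Schedule: 5 h incubation at 4 °C; Technique: TR-FRET with europium anti-GST and streptavidin-D2, 340 nm excitation; Controls: biotin wells as high control, 0.6% DMSO wells as low control.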
hiPSC survival – enhancers of single-cell hiPSC survival, primary screen, ATPlite luminescence; 100% = ROCK inhibitor wells, 0% = DMSO; survival enhancement, % at 20 µM; 360,000 compounds, 0.044% hits; in the data active = survival enhancement above about 18%;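 note: cells exposed to compounds for 16 hours before the ATP read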
* = called active by the depositor; nt = not tested or not shown.

Compound	TWEAK-Fn14 inh	hiPSC survival	NR2E3 ag-2	Shn3 3UTR inh	NR2E3 ag-1	aDG glyco act	HIF-2a block	MITF TRPM1 inh	CF NFkB inh	KKLEB tox	Peg3 promoter
CCCNC(=S)NCCN1CCCCC1	-16	4.7	-1	-9	9	-0.2	19	-6	-14	-2	18
Cn1c(CC(=O)Nc2ccccc2Cl)nnc1SCC(=O)NC1CCCCC1	16	-0.3	1	10	11	0.0	8	5	-6	-3	-7
NC(=O)CCn1c2ccccc2c2ccccc21	5	-2.1	2	8	-16	0.5	15	-4	9	-7	8
COc1cccc(C(=O)Nc2ncc3c(n2)CC(C)(C)CC3=O)c1	11	5.8	-2	-9	-26	1.5	-52	-18	8	-12	-7
COc1ccc(S(=O)(=O)N2CCC(C(=O)NCc3ccncc3)CC2)cc1	6	-0.6	2	14	2	0.0	13	-9	6	7	4
CCc1c(C)sc(NC(=O)CC#N)c1C#N	2	2.8	2	-10	-15	0.0	-21	19	-18	5	28
COc1ccc(C(=O)NCCCN2CCOCC2)cc1	5	-0.1	-1	-64	-2	0.0	-7	-3	9	1	-15
O=C(N/N=C/c1cccc([N+](=O)[O-])c1)C(=O)N1CCCCCC1	-1	0.0	1	3	-10	0.3	-2	6	16	6	-1
Cc1nn(C)cc1CN(C)C(=O)CCc1nnc(CCC2CCCCC2)o1	-17	-0.2	-1	-25	-20	-0.1	-83	-24	-4	-2	-47
CCOc1ccc(CN(CC)C(=O)c2ccc3c(c2)[nH]c(=O)c(=O)n3CC)cc1OC	1	0.8	0	-2	-30	0.0	16	nt	8	6	-2
Cc1ccc(NC(=O)N2CCCC(c3nc(-c4ccc(F)cc4)no3)C2)cc1 (centres undefined)	1	0.4	2	3	-8	0.3	-46	-3	-15	4	-40
COc1ccc(NC2CCCN(C(=O)COc3ccc(C)cc3)C2)cc1 (centres undefined)	0	-0.5	4	7	-15	0.3	-4	11	-3	-11	3
C[C@H]1CN(CCc2ccccc2)C(=O)[C@@H]1CC(=O)NCc1ccccc1	4	-1.6	-1	-47	-39	-0.3	-57	-28	9	-4	-47
NC(=O)c1ccc(Nc2ccc3nonc3c2[N+](=O)[O-])cc1	0	-0.1	nt	-1	-28	0.0	18	19	-21	2	10
Cc1ccc2nc(COC(=O)CNC(=O)c3ccccc3)cn2c1	-6	-0.5	nt	6	2	-0.2	0	4	26	-30	-16
COc1ccc(C(=O)CSc2nnc(CNC(=O)c3ccco3)n2C)cc1	9	-0.2	2	-3	-9	0.0	9	4	3	-4	6
CC(C)n1c(SCC(=O)N2CCCC2)nc2c1c(=O)n(C)c(=O)n2C	0	0.3	-1	13	20	0.3	-7	1	15	-8	17
FC(F)(F)c1cccc(-c2nc3nc(Cl)c(Cl)nc3[nH]2)c1	64*	-0.5	11	-3	-2	0.2	-393	-8	28	-34	-230
C/C(=N\NC(=O)c1nnn(-c2nonc2N)c1CSc1ccc(Cl)cc1)c1ccco1	-34	-0.9	0	-2	24	0.1	12	10	-4	-3	40
Cn1cc(C(=O)c2ccc(Cl)cc2Cl)cc1C(=O)N/N=C(\N)COc1ccccc1	16	0.6	-3	6	-14	0.2	11	-2	-1	3	26
Cc1ccc(NC(=O)OCCN2CCN(Cc3ccccc3)CCC2=O)cc1C	5	0.0	1	-8	7	-0.1	-12	-2	8	9	14
CN(CC(=O)Nc1ccc(F)cc1)C(=O)COC(=O)Cc1cccs1	2	0.2	0	-2	6	0.4	-7	6	-12	5	-18
Cc1ccc(S(=O)(=O)Nc2cc(=O)[nH]c(SCc3ccccc3Cl)n2)cc1	-15	-3.1	4	-19	-11	0.2	3	8	-8	0	7
Nc1ncnc2c1ncn2[C@@H]1O[C@H](C(=O)NCCCN2CCCC2=O)[C@@H](O)[C@H]1O	-3	-2.6	nt	-7	9	-0.1	4	nt	-18	3	11
O=[N+]([O-])c1ccc(CCn2ccnc2)cc1	17	0.4	0	3	-24	-0.1	-1	nt	1	4	17
COc1cccc(/C=C/C(=C2/C(=O)N(c3ccccc3)N=C2C)c2ccc(Br)cc2)c1OC	-6	1.0	1	-2	-26	-0.3	9	9	19	2	0
CCCCCCCCOC(=O)CCc1c(C)[nH]c(=S)[nH]c1=O	-21	-2.8	-1	-1	10	1.4	24	0	-4	-3	-9
O=C(Nc1cccc(F)c1)c1coc(=O)c(Br)c1	25	-0.6	5	4	17	-0.2	-24	10	6	-3	30
Cc1cccc(-n2nnc(C(=O)N3CCc4ccccc4C3)c2N)c1	-9	-1.0	-2	-18	-43	0.3	-154	-23	-5	2	-83
O=C(COc1ccc2c3c(c(=O)oc2c1)CCCC3)NCc1ccccn1	-8	1.0	2	6	-10	0.1	-17	3	-22	7	-18
CCN1CCN(C(=S)c2ccc(Cl)c(Cl)c2)CC1	5	0.0	2	1	-9	-0.4	2	-1	7	-4	-72
COc1cccc(NS(=O)(=O)c2ccc3[nH]cc(C(=O)NCCN4CCOCC4)c(=O)c3c2)c1	16	-1.9	0	3	-24	-0.2	7	3	-28	5	1
O=C(O)CCc1nc(-c2ccc(Cl)cc2)no1	0	5.1	1	-6	-16	0.0	13	-3	1	-3	13
O=S(=O)(NCc1cccs1)c1cccc(S(=O)(=O)N2CCCCC2)c1	-1	0.4	34*	18	-11	0.3	17	4	2	10	29
CC1(C(=O)NS(=O)(=O)c2cccc(F)c2)CCN1C(=O)CC1CCCCC1 (centres undefined)	17	-1.1	nt	8	-56	-0.3	1	nt	11	4	11
COc1ccc(F)cc1C(=O)C1CCCN(C(=O)Cc2c(C)noc2C)C1 (centres undefined)	8	-0.3	-2	15	-22	0.2	9	7	-14	9	1
NC(Cc1ccc(C(F)(F)F)cc1)c1csc(Nc2ccc(C(=O)NCCCO)cn2)n1 (centres undefined)	-6	-1.6	nt	-9	-36	-0.2	17	nt	2	-3	43
O=C(COc1ccc(S(=O)(=O)N2CCCCC2)cc1)NCC1CCCO1 (centres undefined)	0	-0.1	3	-6	-23	-0.1	11	-4	-1	11	0
Nn1c(SCc2cn3cc(Cl)ccc3n2)nnc1-c1ccncc1	2	0.3	1	0	-8	0.2	15	10	-8	-1	15
O=C1CSC(c2cn(-c3ccccc3)nc2-c2cc3ccccc3oc2=O)N1Cc1ccccc1 (centres undefined)	41	-1.4	2	14	-30	-0.2	-24	4	6	-12	-16
O=C(OCc1ccccc1C(F)(F)F)c1ccc(Br)c(S(=O)(=O)N2CCOCC2)c1	-3	-0.5	nt	15	-19	0.7	5	30	20	-4	11
COc1ccc(-n2ncc3c(=O)n(Cc4c(F)cccc4Cl)cnc32)cc1	-7	-0.4	-2	-45	4	0.8	-191	-27	4	-11	-174
Cc1ccc(S(=O)(=O)N(C)CC(=O)NCCCn2nc(C)cc2C)cc1	8	0.0	nt	2	1	0.0	14	14	0	-6	3
COc1cc(OC)c2c(-c3cccc(-c4ccc(C(F)(F)F)cc4)c3)cc(=O)oc2c1	25	0.3	nt	38	8	-0.1	-1	29	17	-5	4
O=C(c1ccc2c(c1)OCO2)N1CCCC1	-19	-3.7	-1	4	-4	0.1	5	6	13	-5	-2
C[C@H]1CN([C@@H](C)CO)S(=O)(=O)c2ccc(Br)cc2O[C@H]1CN(C)Cc1ccccc1F	7	-2.2	nt	-2	-28	0.2	10	nt	-4	-7	5
COc1cc(C(=O)Nc2nnc(CC(=O)N3CCOCC3)s2)cc(OC)c1OC	-2	-0.5	4	0	3	0.0	17	-8	-2	2	2
CSc1ccc(S(=O)(=O)NCC(=O)OC2CCOC2=O)cc1[N+](=O)[O-] (centres undefined)	4	-0.4	0	-79	0	0.1	20	-7	4	-19	7
O=C(O)c1cccc(-n2cccc2/C=C\[N+](=O)[O-])c1	7	0.2	3	6	-3	0.1	14	0	2	12	-4
O=C(O)CSc1sc(=S)sc1SCC(=O)O	-8	2.4	0	2	5	-0.1	0	6	10	-12	-6
CCCS(=O)(=O)N1CCN(C(=O)c2ccc(-c3ccccc3)cc2)CC1	-1	-2.7	-2	13	-1	0.0	27	1	-4	-10	2
S=C(NCCC1=CCCCC1)Nc1ccc(Cl)cc1	-16	-3.5	1	3	-18	5.9*	-103	-51	-21	2	-57

High-throughput results deposited in PubChem by several laboratories.

This is a random part of the collection; 4.4% or so of the library scored in one or more.
